Bioassay records as filed in PubChem.
Rev-erbA mod: modulates human Rev-erb alpha binding to DNA; P20393; Rev-erbα–FITC-DNA binding, fluorescence polarization, 90 min; activity, % at 10 µM; hit rate 0.79% among 370,000;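 active = activity above about 14%, limit read from the data; passing the limit was not always enough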;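 also: 0% = DMSO wells with 35 nM protein and 100% = DMSO wells with 750 nM protein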
PLC-gamma1 inh: inhibitors of human phospholipase C gamma1. purified PLC-gamma1, fluorogenic substrate, fluorescence. inhibition, % at 12.2 µM. hit rate 0.84% among 370,000. AID 720700; in the data active = inhibition above about 9.5%
hgDAF12 agonist: activates the H. glycines DAF-12 receptor ligand-binding domain | HEK293 GAL4-hgDAF12 UAS-luciferase reporter, agonist luminescence; normalized to butyrate control | activation, % at 6.8 µM | hit rate 1.8% among 370,000 | AID 687014;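 active = activation above a cutoff set at the mean of all screened compounds plus 3 SD, cut at about 10% in these data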;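 also: 0% = DMSO wells and 100% = sodium butyrate wells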
MBD2 DNA inh: blocks human MBD2 binding to methylated DNA. TR-FRET, MBD2 binding to methylated oligonucleotide. AID 686964. hit rate 0.31% among 370,000. Q9UBB5. inhibition, % at 4.4 µM; in the data active = inhibition above about 13%
SMARCA2 activ: increases SMARCA2 function in MMTV reporter cells; MG213 cells, MMTV-luciferase reporter, dexamethasone, overnight; activation, % at 9.1 µM; hit rate 1% among 370,000; in the data active = activation above about 7.8%;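 also: 0% = vehicle wells and 100% = reference activator wells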
hcDAF-12 act: activates DAF-12 receptor from parasite H. contortus; HEK293 hcDAF-12 lit1-tk-luc reporter, luminescence; 0% DMSO, 100% Δ7-dafachronic acid; activation, % at 6.8 µM; hit rate 1.4% among 370,000; AID 652067;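 active = activation above the mean of all tested compounds plus 3 SD, cut at about 5.5% in these data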;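 also: 100% = response to 3 µM Δ7-dafachronic acid high control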
DAX1 inh-1: NR0B1 (DAX1) inhibition; P51843; HEK293 Gal4-DAX1 luciferase reporter, luminescence; inhibition, % at 6.75 µM; hit rate 0.99% among 340,000; AID 504766;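 active = inhibition above the mean over all tested compounds plus 3 SD, cut at about 4.2% in these data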;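 also: 0% = DAX1-transfected cells with DMSO and 100% = empty-vector control cells with DMSO; inhibition shows as a rise in luminescence from relieved DAX1 repression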
Target sequence (P51843 207-470 limits assumed): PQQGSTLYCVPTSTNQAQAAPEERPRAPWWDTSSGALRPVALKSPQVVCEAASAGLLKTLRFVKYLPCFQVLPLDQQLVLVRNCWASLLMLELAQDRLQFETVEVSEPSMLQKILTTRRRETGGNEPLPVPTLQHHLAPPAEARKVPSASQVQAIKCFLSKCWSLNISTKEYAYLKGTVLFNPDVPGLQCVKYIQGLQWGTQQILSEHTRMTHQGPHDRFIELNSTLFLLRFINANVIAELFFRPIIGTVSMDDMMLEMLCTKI
DAX1 inh-2: blocks DAX1 repression of SF-1 activated StAR promoter. AID 652010. HEK293T StAR-luciferase reporter, SF-1/DAX-1 repression relief. hit rate 1.1% among 370,000. inhibition, % at 6.8 µM;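 active = inhibition above the mean over all tested compounds plus 3 SD, cut at about 3.6% in these data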;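 also: 0% = DAX-1 cells with DMSO and 100% = cells lacking DAX-1 with DMSO; higher inhibition means more luminescence from relief of DAX-1 repression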
ssDAF-12 act: S. stercoralis DAF-12 activation, primary screen | HEK293 ssDAF-12/GRIP1 lit1-tk-luc reporter, luminescence; % of 3 µM dafachronic acid response | activation, % at 6.8 µM | hit rate 1% among 370,000 | AID 652126;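 active = activation above the mean over all tested compounds plus 3 SD, cut at about 0.9% in these data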;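 also: 0% = DMSO-only wells and 100% = 3 µM delta7-dafachronic acid wells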
PLCb3 inh: inhibitors of human phospholipase C beta3 | hit rate 0.18% among 370,000 | AID 720704 | inhibition, % at 12.2 µM | Purified PLC-beta3, fluorogenic substrate, fluorescence | Q01970; in the data active = inhibition above about 11%;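 also: 0% = median of compound wells on plate and 100% = full blocker control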
ADAM17 inh: inhibits human ADAM17; AID 720648; inhibition, % at 6.95 µM; hit rate 0.83% among 370,000; recombinant ADAM17, EDANS/DABCYL FRET peptide cleavage;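 active = inhibition above the mean of compounds lying between control limits plus 3 SD, set per campaign, cut at about 8.5% in these data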;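 also: 0% = DMSO-only wells as the low control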
Target sequence (P78536 215-824 limits assumed): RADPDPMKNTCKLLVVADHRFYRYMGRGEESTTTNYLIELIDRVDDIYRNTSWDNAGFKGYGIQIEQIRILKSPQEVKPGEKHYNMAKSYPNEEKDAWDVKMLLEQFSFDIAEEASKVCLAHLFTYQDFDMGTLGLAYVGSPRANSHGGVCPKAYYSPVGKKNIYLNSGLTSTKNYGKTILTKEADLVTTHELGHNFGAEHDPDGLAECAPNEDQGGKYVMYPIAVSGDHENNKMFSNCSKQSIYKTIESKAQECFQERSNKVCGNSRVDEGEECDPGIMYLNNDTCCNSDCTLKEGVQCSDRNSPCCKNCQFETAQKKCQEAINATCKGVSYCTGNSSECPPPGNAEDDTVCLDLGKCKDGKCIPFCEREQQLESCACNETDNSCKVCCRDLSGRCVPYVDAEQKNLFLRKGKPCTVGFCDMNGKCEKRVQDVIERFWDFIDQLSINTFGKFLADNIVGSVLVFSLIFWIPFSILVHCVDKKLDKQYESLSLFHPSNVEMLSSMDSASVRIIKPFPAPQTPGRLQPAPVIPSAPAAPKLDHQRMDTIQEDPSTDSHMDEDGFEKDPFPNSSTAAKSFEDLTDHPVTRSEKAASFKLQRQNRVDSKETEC
The depositor's hits bear a star; · = not tested or not shown.

SMILES	Rev-erbA mod	PLC-gamma1 inh	hgDAF12 agonist	MBD2 DNA inh	SMARCA2 activ	hcDAF-12 act	DAX1 inh-1	DAX1 inh-2	ssDAF-12 act	PLCb3 inh	ADAM17 inh
Cc1sc(NC(=O)CN2CCCC2)nc1-c1ccc2c(c1)CCN2C(=O)c1ccc(F)cc1	5	2	-2.0	-1	-1	-2.2	-0.8	-0.6	-1.4	-12	4
CCCCc1c(-c2ccccc2OC)ncn1CCc1ccccc1	-5	-1	-2.6	2	-3	-2.6	·	-0.6	-1.5	4	0
Cc1cccc(C(=O)Nc2onc(C)c2C#N)c1	-7	-1	1.6	-2	0	0.1	0.6	0.0	-1.2	-1	-2
C[C@H]1CN([C@@H](C)CO)C(=O)Cc2cc(NC(=O)CCC(F)(F)F)ccc2O[C@H]1CN(C)S(=O)(=O)c1ccc(F)cc1	1	1	1.6	1	1	-1.1	0.0	-1.1	-1.5	0	3
Cn1c(=O)n(C)c2cc(NC(=O)C(F)(F)F)ccc21	-1	0	-0.1	3	-1	2.2	1.3	-0.4	-0.9	-1	0
COc1ccc(Cn2c(CCC(=O)NCCC(C)C)nc3ncccc3c2=O)cc1	3	1	-1.9	1	0	-1.7	3.1	0.0	-1.0	-6	-1
Cc1ccc(S(=O)(=O)N(CC(=O)N/N=C/c2cccc(Cl)c2)c2cccc3cccnc23)cc1	-18	2	2.3	1	1	-1.3	-0.1	0.1	-0.8	5	-4
O=C(C1CC(=O)N(C2CCCCC2)C1)N1CCN(c2ccccc2)CC1 (stereo unspecified)	-3	-3	-3.1	2	-1	0.4	1.0	-0.1	-0.9	-9	-4
CN(C)c1ccc(-c2nn3c(-c4ccc(Cl)cc4)nnc3s2)cc1	-4	-10	1.4	-7	1	0.3	2.2	-0.3	-1.3	-7	-8
CCCCNc1ccc(C(CC(N)=O)NC(=O)Cc2ccc(Br)cc2)cc1[N+](=O)[O-] (stereo unspecified)	-2	-1	-0.4	3	1	-0.6	3.7	-0.4	-1.2	0	-7
Cc1ccc(NC(=O)CN(C)C(=O)c2ccccc2Sc2ccccc2C#N)cc1	2	2	-1.2	-6	2	-2.4	-0.8	1.1	-1.2	-2	0
Cc1cc(C)c(C#N)c(N2CCN(c3ccc(F)cc3)CC2)n1	-3	-2	-0.2	7	1	-0.4	-2.2	-0.1	-1.4	-3	0
COc1ccc([C@H]2C=C(C(=O)O)O[C@@H](OCCCCO)C2)cc1	5	-11	0.8	-4	0	-1.3	0.2	0.1	-1.0	-19	-7
O=C(CSc1nc2ccncc2[nH]1)Nc1ccccc1C(F)(F)F	-1	3	0.6	-2	-3	-1.1	0.6	-0.5	-1.1	-2	-2
CN(C)c1ncc(S(=O)(=O)c2ccc(Cl)cc2)c(-c2ccccc2)n1	3	-4	-0.3	1	2	-2.2	0.0	-0.4	-1.3	-9	4
COc1ccc(-c2cc(NC=O)c3ncc(-c4cccc(C(=O)N(C)C)c4)n3c2)c(OC)c1	-5	-46	-1.5	0	-4	-1.5	·	0.1	-1.4	-64	-18
COc1cccc(NC(=S)N2CCC(Cc3ccccc3)CC2)c1	-1	2	0.6	5	3	0.5	0.4	0.5	-1.0	0	2
COc1ccc(Cl)c2sc(N3CCN(C(=O)c4ccco4)CC3)nc12	-2	1	-0.9	0	-3	-0.9	-1.0	-1.1	-1.6	-5	3
O=C(COC(=O)CCCSc1nc2ccccc2[nH]1)Nc1ccc(Oc2ccccc2)cc1	1	2	0.9	1	-4	-1.8	-0.8	1.2	-0.7	0	11*
COc1cc(/C=C(/C#N)c2ccccc2F)ccc1OCc1ccccc1	4	-7	2.3	2	-4	3.1	0.5	-1.0	-0.8	-3	-3
Cc1ccc(-c2ccc(=O)n(CC(=O)NCc3ccc(F)cc3)n2)cc1	-5	-8	0.2	2	-2	-0.5	2.0	-1.3	-1.3	-17	-13
OCC(O)C1OC(Oc2ccccc2)C(O)C(O)C1O (stereo unspecified)	2	2	4.5	7	-2	0.3	0.4	2.1	-1.4	0	-2
Cc1cnc(C2OCCO2)c2cccc(N)c12	-4	-82	-3.1	-6	-4	-1.6	-0.4	-2.2	-1.7	-112	-13
Cc1ccc(Cl)cc1N1CCN(C(=O)c2cn(C)c(=O)c3c2c2ccccc2n3C)CC1	-7	-5	-0.2	1	0	-0.9	1.6	-0.4	-1.8	3	-4
CCOc1ccc(-n2c(=S)sc3c(=O)n(-c4ccc(F)cc4)c(SCC(=O)O)nc32)cc1	1	1	1.5	2	-1	-1.4	1.0	0.6	-0.3	-4	-1
CCOC(=O)C1=C(CNCCc2ccc(Cl)cc2)NC(=O)NC1c1cccc([N+](=O)[O-])c1 (stereo unspecified)	3	0	-3.0	3	-3	-2.8	-1.3	-0.4	-2.1	-9	1
CC1CCCC(C)N1/N=C/c1cccc([N+](=O)[O-])c1 (stereo unspecified)	-5	1	2.2	7	-4	1.6	0.4	-0.2	-1.4	0	-2
COc1ccc(OCC(=O)OC(C)CN2CCOCC2)cc1 (stereo unspecified)	-3	-2	-0.3	-6	8.8*	-1.3	-0.4	-0.5	-0.3	0	-1
COc1ccc(CNC(=O)CN(C(=O)c2csnn2)c2ccccc2F)cc1	-1	0	0.6	2	-3	1.3	0.6	-0.3	-0.7	-8	-5
O=C(C1CCN(c2ncnc3c2sc2cccc(F)c23)CC1)N1CCN(Cc2ccccc2)CC1	5	-21	-2.6	2	-2	1.3	·	-1.0	-1.0	-36	-8
CCOC(=O)C1(C)CCCN(C(=O)c2ccccc2C(F)(F)F)C1 (stereo unspecified)	-3	2	0.4	0	-3	-1.1	·	-0.3	-1.1	-2	-6
CC(=O)N(c1ccc2oc(=O)sc2c1)S(=O)(=O)c1ccc(C(=O)O)cc1	-2	1	-1.4	-2	1	-1.5	0.6	0.1	-0.1	-8	-1
Cc1ccc(NC(=S)N2CCC(N(C)CC3CCCO3)CC2)cc1C (stereo unspecified)	-1	3	-0.5	-1	0	-1.2	1.3	-0.3	-1.4	-4	-3
COc1ccc(C(=O)Nc2nnc([C@@H]3C[C@H](O)[C@@H](CO)O3)s2)cc1	-4	0	-0.2	2	0	0.2	·	0.6	0.0	-1	-3
CCOc1ccc(NC(=O)COc2ccc(S(=O)(=O)N3CCOCC3)cc2)cc1	6	-3	0.4	1	-2	-1.9	-0.9	-0.5	-1.0	-1	1
Cc1cc(NC(=O)c2cc(-c3ccncc3)nc3c(C)cccc23)no1	1	-124	0.9	7	-3	-1.5	-3.1	-2.0	-1.0	-159	-52
CCCCN1C(=O)C(NC(=O)c2cccnc2)(C(F)(F)F)C2=C1CC(C)(C)CC2=O (stereo unspecified)	9	2	-1.5	-5	4	-1.4	1.4	-0.3	-0.9	3	2
CCOC(=O)c1c(NC(=O)c2ccccc2C)sc2c1CC(C)(C)OC2	-1	-15	-2.5	-4	-1	1.1	-0.8	0.0	0.2	-18	-6
CC(C)Oc1ccc(CNC(=O)CCC(=O)N2CCSc3ccccc32)cc1	0	2	-0.7	-4	-2	-0.4	0.1	-0.5	-0.9	1	1
Cc1ccc2nc(-c3ccc(NC(=O)C(C)N4C(=O)c5ccccc5C4=O)cc3)sc2c1 (stereo unspecified)	-2	-23	21*	1	8	8.6*	3.4	6.2*	0.5	-24	-54
CCOC(=O)CNC(=O)C1c2cc(OC)c(OC)cc2C(=O)N(C)C1c1ccccc1F (stereo unspecified)	3	-9	1.8	3	3	-1.4	-1.1	-0.5	-0.8	-8	-9
COCCCNC(=O)C(F)(F)C(F)(F)C(=O)NCCCOC	-1	1	2.1	1	1	2.2	0.6	-0.3	0.0	-1	-4
Cc1cc(C)n(CC(=O)c2cccc(N)c2)n1	0	0	-1.9	-5	-5	-2.0	-0.5	0.8	-1.7	9	6
C[C@H]1COc2cc(N3CCSCC3)ccc2S(=O)(=O)N1	-3	2	-0.7	-1	0	-1.0	·	0.9	0.0	1	-3
O=C(Nn1c(SCc2ccccc2F)nc2ccsc2c1=O)c1ccccc1	-2	3	5.0	-1	-2	0.7	0.6	0.1	-0.7	0	6
COC(=O)c1ccc(COc2ncnc3ccccc23)o1	1	3	-1.4	-1	0	0.2	1.1	0.4	-0.8	-3	1
CCOC(=O)/C(C#N)=C\c1cccnc1	·	0	1.0	-2	-2	-1.1	0.5	0.0	-0.2	-4	-2
CCOC(=O)c1sc(NC(=O)c2ccc(OC(C)=O)cc2)nc1C	5	0	2.8	1	1	-1.5	0.4	-0.5	-1.9	-10	-4
CCC(=O)c1cn(CC(=O)NCc2cccnc2)c2ccccc12	-5	0	0.2	-4	-1	-1.8	0.1	0.0	-1.8	4	-2
COC(=O)c1ccc(C(=O)OC)c(NC(=S)N2CCC(N3CCCCC3)CC2)c1	0	-161	1.1	9	-3	0.2	2.0	0.8	-0.4	-235	-130
CC(C)(C)OC(=O)NCc1ccccc1/C=C/S(=O)(=O)NC1CCCC1	-5	1	-3.2	2	-3	-2.4	·	-1.0	-1.6	-2	-3
CCCCNC(=O)/C=C/c1ccc(OC)c(Br)c1	-3	1	8.5	0	-1	-0.8	0.2	-0.1	-1.8	1	0
COc1ccc(C(CNC(=O)c2cccc(S(=O)(=O)Nc3ccccc3OC)c2)N2CCCCC2)cc1 (stereo unspecified)	2	0	2.0	4	-2	0.1	1.7	6.9*	-1.4	-3	0
Cc1nc(C(=O)N2CCCC(C(=O)c3ccc(Cl)cc3)C2)cs1 (stereo unspecified)	-3	1	-1.9	2	2	2.0	0.1	-0.8	-2.4	0	-1
CCN(CC)S(=O)(=O)c1ccc2c(c1)nc(SCC(=O)N(C)C1CCS(=O)(=O)C1)n2CC (stereo unspecified)	3	-2	-0.6	-5	1	-0.5	-0.7	0.5	-1.2	-5	0
CS(=O)(=O)Nc1ccccc1N=C(c1ccccc1)c1ccccc1	-4	3	2.8	-6	2	1.0	1.5	-0.4	-1.0	-3	0
Fc1cccc(CN(C2=NCCN2)c2c(Cl)cccc2Cl)c1	0	5	0.2	-2	-4	2.5	0.2	0.4	-1.0	5	4
COc1ccc(Oc2nc(-c3ccccc3)ncc2C(=O)O)cc1	0	2	3.5	1	-4	-0.8	-0.3	0.0	-1.3	5	2
COC(=O)c1ccccc1NC(=O)CCCn1nc([N+](=O)[O-])cc1C	-1	0	3.8	-5	1	-0.7	-1.3	-0.1	-1.7	-6	-2

Quoted at random: 3 compounds from above
SMILES	Rev-erbA mod	PLC-gamma1 inh	hgDAF12 agonist	MBD2 DNA inh	SMARCA2 activ	hcDAF-12 act	DAX1 inh-1	DAX1 inh-2	ssDAF-12 act	PLCb3 inh	ADAM17 inh
COC(=O)c1ccccc1NC(=O)CCCn1nc([N+](=O)[O-])cc1C	-1	0	3.8	-5	1	-0.7	-1.3	-0.1	-1.7	-6	-2
COC(=O)c1ccc(COc2ncnc3ccccc23)o1	1	3	-1.4	-1	0	0.2	1.1	0.4	-0.8	-3	1
CC(C)(C)OC(=O)NCc1ccccc1/C=C/S(=O)(=O)NC1CCCC1	-5	1	-3.2	2	-3	-2.4	·	-1.0	-1.6	-2	-3
